# POLI inh = DNA polymerase iota (human) inhibition; Q9UNA4; Pol iota fluorescent replication assay, 10 min; Potency, µM (titrated, usually from 115 µM), for inactives: at the top dose activity, negative = inhibition, hits mostly inhibitors; 1% of 390,000 active; AID 588590
#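 Pol iota at 10 nM preincubated 15 min with compounds at room temperature; reaction started with fluorescent substrate, 50 nM final. Fluorescence read kinetically at 0 and 10 min; buffer-only wells as negative control.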
# BLM inh = blocks DNA unwinding by human BLM helicase; P54132; recombinant BLM DNA unwinding, fluorescence dequenching; Potency, µM (series often up to 56.1 µM), for inactives: top-dose activity change, negative = inhibition, hits mostly inhibitors; 0.2% of 350,000 active;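 note: plate controls were vehicle for no effect and no enzyme for full effect; nearly all actives have a fitted effect of over 35% in size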
# Pol eta inh = blocks human DNA polymerase eta activity; Q9Y253; recombinant Pol eta, fluorescent DNA replication assay; Potency, µM (titrated, usually from 114 µM), for inactives: at the highest dose activity change, negative = inhibition, hits mostly inhibitors; 1.2% of 390,000 active; note: % is set by controls: 0 for no effect and ±100 for the full control effect
# Target sequence (Q9Y253 whole entry, looked up): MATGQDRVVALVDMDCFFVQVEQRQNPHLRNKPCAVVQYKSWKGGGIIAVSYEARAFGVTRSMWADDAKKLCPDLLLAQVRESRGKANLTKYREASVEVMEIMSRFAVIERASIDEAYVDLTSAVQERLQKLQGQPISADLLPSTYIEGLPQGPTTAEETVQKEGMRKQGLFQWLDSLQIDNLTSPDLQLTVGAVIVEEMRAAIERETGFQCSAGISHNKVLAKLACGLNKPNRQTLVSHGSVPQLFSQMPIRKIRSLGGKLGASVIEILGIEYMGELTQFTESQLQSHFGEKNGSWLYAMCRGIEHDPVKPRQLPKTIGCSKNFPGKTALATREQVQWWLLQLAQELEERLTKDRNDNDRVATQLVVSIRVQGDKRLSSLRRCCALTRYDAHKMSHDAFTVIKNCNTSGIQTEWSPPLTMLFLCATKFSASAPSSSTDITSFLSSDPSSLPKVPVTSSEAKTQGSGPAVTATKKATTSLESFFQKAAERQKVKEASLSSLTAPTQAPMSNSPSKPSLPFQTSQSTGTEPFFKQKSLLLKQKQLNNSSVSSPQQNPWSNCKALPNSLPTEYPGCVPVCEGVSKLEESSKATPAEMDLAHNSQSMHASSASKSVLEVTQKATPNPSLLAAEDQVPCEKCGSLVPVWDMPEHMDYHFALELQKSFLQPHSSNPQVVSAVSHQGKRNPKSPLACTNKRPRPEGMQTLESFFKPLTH
#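 Fluorescent replication assay: 50 nM final substrate added after a 15 min room-temperature compound preincubation with 10 nM enzyme. Signal taken at 0 min and again at 10 min.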
# Pol kappa inh = inhibitors of human DNA polymerase kappa; Q9UBT6; purified Pol kappa, fluorescent DNA synthesis assay, 10 min; Potency, µM (doses to about 107 µM), for the others: top-dose activity, negative = inhibition, hits mostly inhibitors; 0.53% of 400,000 active; AID 588579; note: % is set by controls: 0 for no effect and ±100 for the full control effect
#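 50 nM final substrate added after 15 min RT preincubation of 10 nM Pol kappa with compound; fluorescence read at 0 and 10 min.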
# Anesthetic bind = candidate novel general anesthetic via apoferritin binding; P02791; apoferritin/1-aminoanthracene competitive binding, fluorescence; Potency, µM (series often up to 77.5 µM), inactives show at the top dose activity change, negative = displacement, most hits filed as inhibitors; 0.074% of 350,000 active; AID 485281; note: % is set by controls: 0 for no effect and ±100 for the full control effect; nearly all actives have a fitted effect of over 20% in size
#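 Horse-spleen apoferritin (10 uM) in 50% saturated 1-aminoanthracene in PBS was incubated 10 min at room temperature with compound. Fluorescence (ex 380, em 535 nm) was normalized to free and bound 1-AMA, with concentration-response fitted by a four-parameter Hill equation.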
# BAZ2B block = inhibitors of human BAZ2B bromodomain. Potency, µM (highest dose often 114 µM), for inactives: at the top dose activity change, negative = inhibition, most hits filed as inhibitors. 4.4% of 360,000 active. Q9UIF8. AlphaScreen BAZ2B-H3K14Ac peptide displacement. AID 504333; note: % is set by controls: 0 for no effect and ±100 for the full control effect; nearly all actives have a fitted effect of over 60% in size
#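 Compounds, titrated to a top concentration of 110 uM, were incubated 30 min at room temperature with preformed BAZ2B/acetyl-K14 H3 peptide complex (50 nM each). Proximity signal was measured by AlphaScreen after 20 min with beads.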
# POLB inh = inhibitors of human DNA polymerase beta; Pol beta primer extension/strand displacement, fluorescence kinetic; 1.3% of 340,000 active; AID 485314; Potency, µM (highest dose often 114 µM), without a hit: at the top dose activity change, negative = inhibition, most hits filed as inhibitors; note: % is set by controls: 0 for no effect and ±100 for the full control effect
#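 Pol beta (10 nM) was preincubated with compound for 15 min at room temperature. The reaction was then started with 50 nM substrate and read immediately and after a further 10 min at room temperature.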
# APE1 inh = blocks human APE1 abasic DNA cleavage; P27695; recombinant APE1, TAMRA/BHQ-2 abasic DNA cleavage fluorescence; Potency, µM (doses to about 65.8 µM), for inactives: top-dose activity change, negative = inhibition, hits mostly inhibitors; 0.35% of 350,000 active; AID 2517;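 note: plate controls were vehicle for no effect and reference inhibitor for full effect; nearly all actives have a fitted effect of over 55% in size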
#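 APE1 at 0.75 nM preincubated 15 min at room temperature with compound. Reaction then started with 50 nM double-stranded THF-abasic substrate labelled with TAMRA/BHQ-2, and 525/598 nm fluorescence read kinetically. Activity taken as third-minus-first read difference, normalized to DMSO and NSC13755 controls.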
# G9a block = inhibitors of human histone lysine methyltransferase G9a; Q96KQ7; G9a H3K9 monomethylation, AlphaScreen, 2 h; Potency, µM (doses to about 102 µM), inactives show top-dose activity, negative = inhibition, actives largely listed as inhibitors; 8.8% of 350,000 active; note: % is set by controls: 0 for no effect and ±100 for the full control effect; nearly all actives have a fitted effect of over 75% in size
# Target sequence (Q96KQ7 913-1193 limits assumed): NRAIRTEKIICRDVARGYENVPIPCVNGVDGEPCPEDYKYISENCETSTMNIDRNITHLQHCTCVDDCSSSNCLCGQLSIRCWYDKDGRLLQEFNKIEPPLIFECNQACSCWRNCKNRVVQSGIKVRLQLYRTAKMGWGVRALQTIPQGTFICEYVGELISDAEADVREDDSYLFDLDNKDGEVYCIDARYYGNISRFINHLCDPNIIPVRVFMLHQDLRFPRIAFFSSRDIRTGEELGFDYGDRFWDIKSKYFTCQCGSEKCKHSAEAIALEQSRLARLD
#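 AlphaScreen read-out: biotin-H3K9 peptide (500 nM) methylation by 20 nM enzyme with 20 uM SAM, 2 h at room temperature after 15 min compound preincubation; anti-monomethyl H3K9 antibody plus donor/acceptor beads, 10 min dark.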
# An asterisk follows results filed as active; ? = inconclusive; . = no result given; & = joins results of further samples; [ ] = dose if it differs, or a comment. Calls come from the whole dose curve; as a rule, active = well fitted curve in the direction sought with a large enough effect; inconclusive = small, poorly fitted or top-dose-only effect, or another doubt; inactive = no such curve, though single readings can be large; an effect the other way counts as inactive or inconclusive. Potency is the fitted concentration of half-maximal effect. An excerpt; count on the stated rates, not on these rows.
no.	Compound	POLI inh	BLM inh	Pol eta inh	Pol kappa inh	Anesthetic bind
1	O=C(Cc1ccc(S(=O)(=O)N2CCOCC2)s1)OCc1ccc(Cl)cc1	31%	.	-17%	-6%	.
2	CCN(CC)C(=O)c1ccc(/C=C/c2c[nH]c3ccccc23)[n+](C)c1	9%	10%	-23%	-21%	41%[activator]
3	CC(C(=O)Nc1ccccc1C(F)(F)F)N1CCN(C)CC1 (stereo unspecified)	24%	-2%	-13%	-4%	-3%
4	Cc1cc(NCc2ccco2)nc2cc(O)ccc12	36%[activator]	-8%	-14%	12%	472%[activator]
5	Cc1ccc(N(C(=O)c2csnn2)C(C(=O)NC2CCCCC2)c2ccccn2)cc1 (stereo unspecified)	145%[activator]	-4%	-15%	3%	-1%
6	O=C(O)c1ccc(-n2c(/C=C/c3ccccc3)nc3ccccc3c2=O)cc1	?	-1%	-6%	12%	-8%
7	COc1ccc(C(=O)N/C(=C\c2ccccc2)C(=O)NCc2cccnc2)cc1	9%	-3%	-4%	-15%	2%
8	COC(=O)c1[nH]c2ccccc2c1NS(=O)(=O)c1ccc(OC)cc1OC	-1%	0%	-18%	-10%	-7%
9	COc1ccccc1NC(=O)c1ccc(CSc2ccccc2)o1	-20%	-10%	-13%	-18%	-6%
10	CCOC(=O)C1=C(CN2CCN(c3ccccc3OC)CC2)NC(=O)NC1c1ccccc1 (stereo unspecified)	25%	-5%	?	-23%	-11%
11	COc1ccc(CC(=O)N/N=C/c2cccn2-c2ccc([N+](=O)[O-])cc2)cc1OC	-11%	-10%	?	-11%	-7%
12	Cc1cc(F)ccc1NC(=O)C(C(C)C)N1Cc2ccccc2C1=O (stereo unspecified)	26%	1%	-4%	-19%	-6%

no.	BAZ2B block	POLB inh	APE1 inh	G9a block
1	9%	.	17%	-4%[12.7 µM]
2	-9%	11%	-5%	3.2µM*
3	79µM*	0%	0%	3%[0.501 µM]
4	9%	21%	0%	0%[59 µM]
5	1%	8%	41%[activator]	9%
6	-24%	14%	39%	-52%
7	5%	26%	2%	27%
8	-2%	-11%	-4%	-7%[59 µM]
9	55%[activator]	-1%	13%	54%[activator]
10	-30%	1%	.	-32%[59 µM]
11	40µM*	?	2%	?
12	-6%	4%	.	-27%[59 µM]

# (listing goes on)
no.	Compound	POLI inh	BLM inh	Pol eta inh	Pol kappa inh	Anesthetic bind
13	NC(=O)C1CCN(c2ccc([N+](=O)[O-])cc2Cl)CC1	-7%	1%	-14%	5%	-1%
14	CN(C)CCCN(Cc1cc2cc3c(cc2[nH]c1=O)OCCO3)C(=O)NC1CCCCC1	-12%	-7%	-2%	-8%	1%
15	NC(=O)NC(=O)COC(=O)CCSc1ccccc1	15%	0%	-9%	-5%	?
16	CCOC(=O)N1CCC(N2Cc3cccc(C(=O)Nc4cccc(F)c4)c3C2=O)CC1	81%[activator]	-7%	-20%	-7%	-4%
17	COC(=O)CCC(=O)Nc1cc(S(=O)(=O)Nc2ccc(Cl)cc2)ccc1N1CCOCC1	7%	-12%	-8%	-1%	-6%
18	CCN1C(=NCCc2cccnc2)N[C@@H](c2ccccc2)C(C(=O)OC)=C1C	-29%	2%&-6%	0%	-12%	-3%&-8%
19	Cc1cc(C)n(-c2nc(NCC3CCCO3)c3c4c(sc3n2)COC(C)(C)C4)n1 (stereo unspecified)	14%	0%	-4%	4%	-8%
20	COc1ccc(OC)c(-c2noc(N3CCN(c4ccc(Cl)cc4)CC3)n2)c1	9%	-8%	-11%	-16%	51%[activator]
21	CCN(C[C@H]1N[C@@](Cc2ccccc2)(C(=O)OC)[C@H]2C(=O)N(Cc3ccccc3)C(=O)[C@@H]12)C(=O)COc1ccccc1	-6%	.	-10%	-4%	.
22	O=C(NC1CCCCCCC1)c1ccccc1-c1ccccc1	22%	-2%	-3%	-11%	-13%
23	C=CC[C@H](CC(=O)N[C@H](CO)Cc1ccccc1)C(=O)N[C@H](COC(=O)[C@@H](CC=C)CC(=O)OC(C)(C)C)Cc1c[nH]c2ccccc12	24%	.	-19%	-1%	.
24	C[C@@H]1C[C@H](OC(=O)c2ccccc2O)CC(C)(C)C1	.	4%[21.4 µM]	.	-3%[12 µM]	-18%[29.3 µM]

no.	BAZ2B block	POLB inh	APE1 inh	G9a block
13	-15%	0%	-2%	-21%
14	-16%	13%	2%	-2%
15	-19%	9%	-14%	2%
16	-21%	15%	22%	0%[59 µM]
17	-31%	7%	5%	?
18	?	2%&17%	-9%&-6%	45µM*
19	10%	30%	-3%	1.8µM*
20	-12%	0%	.	-38%[59 µM]
21	.	.	-16%	.
22	5%	22%	1%	18%
23	.	.	13%	.
24	.	.	-1%[21 µM]	14%[21.5 µM]

# Next results.
no.	Compound	POLI inh	BLM inh	Pol eta inh	Pol kappa inh	Anesthetic bind
25	CCc1ccc(-n2cccc2/C=C2/C(=N)N3C(=NC2=O)SN=C3S(C)(=O)=O)cc1	?	?	20µM*	79µM*	-22%
26	C[C@H](CO)N1C[C@H](C)[C@@H](CN(C)S(=O)(=O)c2ccccc2)Oc2ccc(NC(=O)Nc3ccc4c(c3)OCO4)cc2C1=O	?	.	-17%	-6%	.
27	CC(=O)OC[C@H]1O[C@@H](n2ncc(=O)[nH]c2=O)[C@H](OC(C)=O)[C@@H]1OC(C)=O	10%	-3%&3%	-6%	-22%	2%&-8%
28	O=C(NC1CCCCC1)C1CCCN1C(=O)NCc1ccccc1 (stereo unspecified)	-9%	-2%	-12%	-1%	-5%
29	O=C1c2ccccc2C(O)N1c1ccccc1 (stereo unspecified)	105%[activator]	1%	8%	-5%	0%
30	COc1ccc(N2CCN(C(=O)CCNC(=O)c3ccccc3)CC2)cc1	20%	-4%	-6%	-18%	-3%
31	Cc1ccccc1Cn1c(=N)n(CC(=O)c2ccco2)c2ccccc21	9%	-1%	-13%	-4%	?
32	CC[C@@H](C)[C@H](CNC)NC[C@@H](Cc1cccc2ccccc12)NCCc1cccc(C(F)(F)F)c1	-1%	22%	-24%	-8%	?
33	COc1ccc2c(c1)c1c(c(=O)n(Cc3ccccc3)c(=O)n1CC(=O)Nc1ccc(C)cc1C)n2C	9%	-1%	-21%	1%	0%
34	COc1ccc(-c2ccc(-c3noc(-c4ccccc4)n3)c(OC)n2)cc1	-2%	-6%	-12%	-23%	-12%
35	COCc1cc(=O)[nH]c(Cc2c(Cl)cccc2Cl)n1	48%[activator]	-2%	-9%	1%	-2%
36	O=C(/C=C/Nc1ccc(F)c(F)c1)c1ccc(Br)cc1	13%	-3%	-12%	-8%	-9%

no.	BAZ2B block	POLB inh	APE1 inh	G9a block
25	40µM*	6.3µM*	?	45µM*
26	.	.	-4%	.
27	-17%	3%	-3%&3%	-15%&-28%[59 µM]
28	2%	0%	3%	?
29	-1%	-15%	13%	54%[activator]
30	-13%	25%	15%	-35%
31	0%	1%	2%	20%[59 µM]
32	?	16%	-5%	45µM*
33	-1%	0%	.	6%[59 µM]
34	5%	3%	-1%	-4%
35	-12%	80%	20%	11%
36	5%	-1%	-3%	18%[59 µM]

# The list goes on; it opens with the two that closed the last part.
no.	Compound	POLI inh	BLM inh	Pol eta inh	Pol kappa inh	Anesthetic bind
35	COCc1cc(=O)[nH]c(Cc2c(Cl)cccc2Cl)n1	48%[activator]	-2%	-9%	1%	-2%
36	O=C(/C=C/Nc1ccc(F)c(F)c1)c1ccc(Br)cc1	13%	-3%	-12%	-8%	-9%
37	CNc1ccc(-c2nc3ccccc3s2)cc1	.	-7%	.	-20%[60.1 µM]	109%[activator]
38	O=C(NC(Cc1c[nH]c2ccccc12)C(=O)O)/C(=C\c1ccccc1)NC(=O)c1ccccc1 (stereo unspecified)	15%	-4%	-17%	-3%	-7%
39	CC(NC(=O)C(C)N1c2cccc3cccc(c23)S1(=O)=O)c1ccccc1 (stereo unspecified)	-6%	-11%	2%	-17%	-14%
40	COc1ccccc1-n1c(SCC(=O)Nc2cc(C)on2)nc2c([nH]c3ccccc32)c1=O	17%	-8%	-25%	-1%	-7%
41	CCCc1nnc(NC(=O)c2cc(=O)c3ccccc3o2)s1	10%	-1%	-16%	4%	-9%
42	C/C(=N\Nc1ccc(S(N)(=O)=O)cc1[N+](=O)[O-])c1cccnc1	95%[activator]	-14%	-16%	-8%	0%
43	O=C(NCCCN1CCCC1=O)c1ccc(S(=O)(=O)Nc2ccccc2F)cc1	26%	.	-11%	-14%	.
44	C[C@H](NC(=O)c1nc[nH]c1C(=O)N[C@@H](Cc1ccccc1)C(=O)OC(C)(C)C)C(=O)OCc1ccccc1	16%	-18%	-28%	-11%	-16%

no.	BAZ2B block	POLB inh	APE1 inh	G9a block
35	-12%	80%	20%	11%
36	5%	-1%	-3%	18%[59 µM]
37	.	.	5%	.
38	-2%	0%	73%[activator]	-2%
39	14%	3%	-4%	?
40	-20%	21%	25%	7%
41	-11%	5%	.	-4%[59 µM]
42	3%	?	78%[activator]	-6%
43	-5%	.	6%	6%
44	-5%	14%	-8%	-8%

# Looked up by structure from the list above:
no.	Compound	POLI inh	BLM inh	Pol eta inh	Pol kappa inh	Anesthetic bind
17	COC(=O)CCC(=O)Nc1cc(S(=O)(=O)Nc2ccc(Cl)cc2)ccc1N1CCOCC1	7%	-12%	-8%	-1%	-6%
9	COc1ccccc1NC(=O)c1ccc(CSc2ccccc2)o1	-20%	-10%	-13%	-18%	-6%
33	COc1ccc2c(c1)c1c(c(=O)n(Cc3ccccc3)c(=O)n1CC(=O)Nc1ccc(C)cc1C)n2C	9%	-1%	-21%	1%	0%
43	O=C(NCCCN1CCCC1=O)c1ccc(S(=O)(=O)Nc2ccccc2F)cc1	26%	.	-11%	-14%	.
13	NC(=O)C1CCN(c2ccc([N+](=O)[O-])cc2Cl)CC1	-7%	1%	-14%	5%	-1%
20	COc1ccc(OC)c(-c2noc(N3CCN(c4ccc(Cl)cc4)CC3)n2)c1	9%	-8%	-11%	-16%	51%[activator]

no.	BAZ2B block	POLB inh	APE1 inh	G9a block
17	-31%	7%	5%	?
9	55%[activator]	-1%	13%	54%[activator]
33	-1%	0%	.	6%[59 µM]
43	-5%	.	6%	6%
13	-15%	0%	-2%	-21%
20	-12%	0%	.	-38%[59 µM]
